Bioassay records as filed in PubChem.
Bfl-1 Bim block – human Bim-Bfl-1 interaction inhibition. Bead-based flow cytometry, Bim-Bfl-1 binding inhibition. inhibition, % at 10 µM. hit rate 0.12% among 190,000;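 further: 0% = wells without compound plus tracer and 100% = blocker peptide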
Bcl-B Bim block – disrupts Bim peptide binding to human Bcl-B; inhibition, % at 10 µM; hit rate 0.073% among 190,000; bead-based flow cytometry;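 further: 0% = tracer peptide without compound and 100% = reference inhibitor peptide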
Mcl-1 Bim block – inhibitors of Bim-Mcl-1 interaction, human; Bead-based flow cytometry, Bim peptide-Mcl-1 binding; inhibition, % at 10 µM; hit rate 0.1% among 190,000;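 further: 0% = no compound tracer wells and 100% = peptide blocker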
Target sequence (Q07820 whole entry, looked up): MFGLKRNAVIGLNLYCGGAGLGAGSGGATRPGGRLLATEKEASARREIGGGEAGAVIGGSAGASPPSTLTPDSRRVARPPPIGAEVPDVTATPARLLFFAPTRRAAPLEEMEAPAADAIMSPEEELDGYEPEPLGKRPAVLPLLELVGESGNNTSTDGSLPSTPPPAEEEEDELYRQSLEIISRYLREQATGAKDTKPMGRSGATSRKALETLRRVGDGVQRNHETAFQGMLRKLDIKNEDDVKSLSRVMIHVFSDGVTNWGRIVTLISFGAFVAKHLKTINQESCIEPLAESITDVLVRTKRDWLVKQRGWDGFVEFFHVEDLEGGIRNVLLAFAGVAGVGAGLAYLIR
Bim-Bcl-XL – inhibitors of Bim-Bcl-XL interaction, human | Bim peptide-Bcl-XL binding, bead flow cytometry, fluorescence | Q07817 | inhibition, % at 10 µM | hit rate 0.04% among 190,000 | AID 1007
Bcl-W Bim block – disrupts Bim peptide binding to human Bcl-W; hit rate 0.02% among 190,000; inhibition, % at 10 µM; bead-based flow cytometry; Q92843;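 further: 0% = bound tracer without compound and 100% = peptide blocker; higher means less fluorescent Bim peptide bound to Bcl-W beads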
RGS7-Gao – modulates binding of RGS7 to human Galphao; binding response (% of control), % at 10 µM; AID 1439; Multiplexed bead flow cytometry; actives lie on both sides; hit rate 0.35% among 220,000; in the data active means binding response below about 49% or above about 150%; inconclusive means no clear call, values can overlap the other calls; inactive means in between;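 further: fluorescent Galphao held in activated GDP-AlF4 state binding bead-coupled RGS7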
Bcl-2 Bim block – disrupts Bim peptide binding to human Bcl-2 | P10415 | inhibition, % at 10 µM | hit rate 0.06% among 190,000 | Bead-based flow cytometry, Bim peptide-Bcl-2 binding; in the data active means inhibition above about 40%; inconclusive means no clear call, values can overlap the other calls;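 further: 0% = no compound wells with probe peptide and 100% = reference peptide inhibitor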
RGS8-Gao reg – regulators of human RGS8-Galphao interaction; response (percent of control binding), % at 10 µM; hit rate 0.34% among 220,000; AID 1423; multiplexed bead flow cytometry, RGS8-Galphao binding; actives lie on both sides; in the data active means response below about 60% or above about 140%; inactive means in between;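 further: Galphao activated as the GDP aluminium fluoride complex binding bead-coupled RGS8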
ABCG2 inh – inhibitors of human ABCG2 transporter, ABCB1 counter-screen. IgMXP3 cells, JC-1 efflux, flow cytometry. inhibition, % at 6.6 µM. hit rate 0.1% among 190,000. AID 1325;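 active means inhibition above 80%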;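 further: 0% = DMSO and 100% = nicardipine control wells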
Target sequence (Q9UNQ0 whole entry, looked up): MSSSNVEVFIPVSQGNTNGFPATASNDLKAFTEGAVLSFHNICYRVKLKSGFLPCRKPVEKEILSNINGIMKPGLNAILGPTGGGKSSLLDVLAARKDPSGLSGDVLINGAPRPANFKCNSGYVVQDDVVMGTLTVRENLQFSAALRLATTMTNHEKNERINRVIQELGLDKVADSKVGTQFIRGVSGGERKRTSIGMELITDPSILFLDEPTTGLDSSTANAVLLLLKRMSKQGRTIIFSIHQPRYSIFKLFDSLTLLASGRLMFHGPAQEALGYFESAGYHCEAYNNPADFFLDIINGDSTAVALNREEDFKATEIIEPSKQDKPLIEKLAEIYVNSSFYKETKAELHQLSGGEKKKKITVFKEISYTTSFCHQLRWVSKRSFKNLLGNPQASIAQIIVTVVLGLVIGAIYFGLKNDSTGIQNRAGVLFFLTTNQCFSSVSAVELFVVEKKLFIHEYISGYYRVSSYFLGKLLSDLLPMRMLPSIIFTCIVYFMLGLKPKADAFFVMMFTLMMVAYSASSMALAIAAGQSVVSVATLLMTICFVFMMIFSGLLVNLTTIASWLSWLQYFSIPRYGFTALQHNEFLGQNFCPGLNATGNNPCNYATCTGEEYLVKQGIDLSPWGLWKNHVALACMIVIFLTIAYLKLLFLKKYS
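Test system: IgMXP3 cells (ABCG2) mixed with DDAO far-red-labelled CCRF-Adr cells (ABCB1). Reagent: JC-1 transporter substrate. Compound dosing: single test compound dose, 6.6 µM final. Times: 10 min compound exposure, 25 °C. Detection: flow cytometry of retained JC-1 fluorescence. Read-out basis: efflux inhibition in percent versus controls. Controls: nicardipine and DMSO wells.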
ABCB1 block – blocks JC-1 efflux by human ABCB1 transporter | P08183 | CCRF-Adr cells, flow cytometry | inhibition, % at 6.6 µM | hit rate 0.067% among 190,000; in the data active means inhibition above about 40%;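 further: 0% = vehicle and 100% = reference inhibitor; higher value means more JC-1 retained so stronger ABCB1 efflux block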
RGS4-Gao reg – human RGS4-Galphao interaction regulation. hit rate 0.33% among 220,000. Multiplexed bead flow cytometry, RGS4-Galphao binding; actives lie on both sides. P09471. AID 1415. binding response (% of control), % at 10 µM; in the data active means binding response below about 49% or above about 150%; inactive means in between;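 further: fluorescent Galphao activated with aluminum fluoride binding bead-coupled RGS4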
Numbers without * were called inactive; ? = inconclusive; . = no result given. Unless noted, no stated cut-off is given here; in the data, active means inhibition above about 40%.

SMILES | Bfl-1 Bim block | Bcl-B Bim block | Mcl-1 Bim block | Bim-Bcl-XL | Bcl-W Bim block | RGS7-Gao | Bcl-2 Bim block | RGS8-Gao reg | ABCG2 inh | ABCB1 block | RGS4-Gao reg
Cc1cc(Cl)ccc1OCCCC(=O)NCc1cccs1 | 1 | -3 | -4 | -5 | -2 | 100 | -3 | 99 | 2 | . | 102
CCN(CC)C(=O)N[C@H]1C[C@@H]2c3cccc4[nH]cc(c34)C[C@H]2N(C)C1 | -1 | -2 | -2 | -2 | 0 | 101 | 1 | 99 | 1 | 0.6 | 102
OC(CNC1CCCCCCC1)c1ccccc1 (stereo not drawn) | -5 | 1 | 14 | 4 | 0 | ? | -1 | 100 | 1 | -0.1 | 98
CC(C)N1CCN(Cc2ccccc2C(F)(F)F)CC1CCO (stereo not drawn) | -9 | -4 | -4 | 0 | -2 | 99 | -3 | 105 | 1 | 0.3 | 102
Cn1cc(NC(=O)CCl)cn1 | -7 | -6 | -1 | -3 | 0 | 103 | -2 | 103 | 1 | 0.1 | 101
Cc1ccc(-c2nc3ccccc3c(=O)n2-c2cccc(O)c2)cc1 | 0 | -4 | -1 | -2 | -1 | 99 | 1 | 101 | 2 | 0.8 | 103
CN1CCN(c2ccc([N+](=O)[O-])c(Sc3nncn3C)c2)CC1 | -6 | -3 | 0 | -7 | -2 | 106 | -3 | 102 | -1 | -0.3 | 101
COCCn1cc(C(=O)N2CCC3(CC2)OCCO3)c2c3ccccc3n(C)c2c1=O | 0 | 0 | 0 | -1 | 0 | 100 | 2 | 99 | 4 | 1.3 | 99
CC1CN=C(NCc2ccncc2)S1 (stereo not drawn) | -7 | -4 | 4 | -1 | 0 | 98 | -1 | 100 | 0 | 0.1 | 98
CC(Cc1ccccc1Sc1ccccc1O)N(C)C (stereo not drawn) | -12 | -6 | 0 | 11 | 0 | 98 | -13 | 100 | 3 | 1.4 | 100
CC(=O)Nc1ccccc1C(=O)C(=O)Nc1cccc(C(=O)N2CCC3(CC2)OCCO3)c1 | -1 | -3 | -20 | -10 | -8 | 101 | -5 | 104 | 2 | 0.3 | 107
Cc1ccsc1-c1nc(CSCC(=O)N2CCC3(CC2)OCCO3)c(C)o1 | -18 | -10 | -4 | -8 | -1 | 103 | -15 | 98 | 16 | 0.5 | 99
Cc1cccc(OCC(=O)N2CCN(Cc3cccnc3)CC2)c1 | -6 | -3 | -3 | -4 | -3 | 95 | 1 | 100 | 1 | 0.2 | 96
Cc1cccc(OC(=O)N2CCOCC2)c1 | -24 | -10 | -2 | -8 | -7 | 97 | -9 | 102 | 6 | 0.2 | 103
CC[C@@H](C(N)=O)N1CCCC1=O | -1 | -2 | 0 | 0 | -2 | 101 | 1 | 105 | 2 | . | 101
CCOc1ccc(-n2c(O)c(C=Nc3ccc(N4CCOCC4)cc3)c(=O)[nH]c2=O)cc1 | -10 | -8 | -1 | -1 | -1 | 100 | -6 | 100 | 1 | 0.1 | 103
COc1ccccc1OCCCn1cc(C(=O)C2CC2)c2ccccc21 | -7 | -4 | -1 | -3 | -1 | 110 | -5 | 98 | 21 | 1.9 | 101
O=C(NCCO)c1nsnc1NCCCl | 2 | -2 | 0 | -5 | -3 | 94 | 2 | 100 | 0 | -0.4 | 102
O=C1NC(=S)N(Cc2ccco2)C(=O)/C1=C\c1cccs1 | 3 | 1 | 2 | 0 | 0 | 94 | 7 | 101 | -3 | -0.8 | 94
Fc1ccccc1CCNCc1cccc(Cl)c1Cl | 0 | 0 | 0 | 1 | 0 | 102 | 4 | 102 | 1 | 0.7 | 102
Cc1ccc(OP(=O)(NC(C)c2ccccc2)Oc2ccc(C)cc2)cc1 (stereo not drawn) | -9 | -7 | -5 | -5 | -3 | 103 | -6 | 104 | 3 | 1.4 | 99
Cc1nn(Cc2ccccc2)c(C)c1C=C1C(=O)NC(=S)NC1=O | 15 | 10 | 1 | 6 | 3 | 98 | 11 | 101 | -3 | -0.4 | 98
CCC(=Nc1ccc(OC)cc1OC)c1c(O)n(C)c(=O)n(C)c1=O | 2 | 6 | 5 | 0 | 2 | 98 | 0 | 89 | 1 | 0.6 | 96
O=C(NC[P+](=O)O)OCc1ccccc1 | -15 | -8 | -1 | -10 | -4 | 98 | -5 | 102 | 7 | 0.7 | 102
COc1ccc(Br)cc1CN1CCN(CCO)CC1 | -5 | 0 | -2 | -4 | -2 | 99 | -4 | 100 | 1 | 0.3 | 100
(list continues)
SMILES | Bfl-1 Bim block | Bcl-B Bim block | Mcl-1 Bim block | Bim-Bcl-XL | Bcl-W Bim block | RGS7-Gao | Bcl-2 Bim block | RGS8-Gao reg | ABCG2 inh | ABCB1 block | RGS4-Gao reg
O=C1NC(=O)C(=Cc2ccc3c(c2)OCO3)C(=O)N1 | -10 | 3 | 0 | -1 | -1 | 93 | 5 | 97 | -1 | -0.5 | 100
O=C(O)CCCc1ccc(N(CCCl)CCCl)cc1 | 0 | 0 | -2 | -2 | -2 | 103 | 0 | 101 | 0 | 0.3 | 103
CC1(C(O)(C#CCN2CCCCC2)c2ccccc2)CCCC1 (stereo not drawn) | -4 | -3 | 0 | -3 | 3 | 93 | -3 | 99 | 2 | 1.3 | 95
CCCCN1C(=O)C(C2c3ccccc3C(=O)N2Cc2ccccc2)C(=O)NC1=S (stereo not drawn) | -3 | 0 | -2 | -3 | -1 | 101 | -6 | 102 | 0 | 0.1 | 101
CN1CCc2nc(N)c(C#N)c(-c3ccccc3)c2C1 | -14 | -9 | -3 | -1 | -2 | 91 | -9 | 89 | 2 | 0.4 | 88
O=C(COc1ccc(Br)cc1)N1CCN(Cc2ccncc2)CC1 | -20 | -7 | -5 | -9 | -3 | 100 | -10 | 100 | 10 | 1.5 | 99
CN1C2CCC1/C(=C/c1ccccn1)C(=O)/C2=C\c1ccccn1 | 5 | -9 | -6 | -5 | -3 | 93 | 1 | 96 | 2 | 1.3 | 92
CN(C)c1ccc(/C=C/C=C2/C(=O)NC(=O)N(c3ccccc3)C2=O)cc1 | 0 | -1 | 1 | 2 | 3 | 97 | -1 | 97 | 0 | -0.1 | 96
CC1=NN(c2ccccc2)C(=O)/C1=C/c1c(O)[nH]c(=S)[nH]c1=O | -1 | -4 | -4 | -6 | -2 | 104 | -7 | 107 | 0 | 0.1 | 102
O=Cc1cn(Cc2cccc([N+](=O)[O-])c2)c2ccccc12 | 4 | -7 | -5 | -2 | -2 | 92 | -23 | 87 | 8 | 0.8 | 95
C=CCc1cc(C=C2C(=O)N(C)C(=O)N(C)C2=O)cc(OCC)c1OCc1ccccc1 | 5 | 5 | -14 | -5 | 0 | 89 | 3 | 91 | -8 | 0.4 | 96
Cc1ccc(S(=O)(=O)N2CN3CCN(C3)C2)cc1 | -10 | -8 | -4 | -3 | 0 | 100 | -10 | 103 | 2 | 0.5 | 101
CCCCNC(=O)Nc1ccc(C(O)(C(=O)OCC)C(F)(F)F)cc1 (stereo not drawn) | -10 | -8 | -2 | -8 | 0 | 99 | -9 | 106 | 43 | -0.2 | 106
COc1ccccc1CN1CCN(C(=O)COc2cccc(C)c2)CC1 | -19 | -7 | -2 | -6 | 0 | 99 | -11 | 100 | 8 | 1.3 | 103
COc1ccc(C(C)=O)cc1CC(C(=O)c1ccc(F)cc1)N(C)C (stereo not drawn) | -13 | -10 | -6 | -6 | -4 | 101 | -9 | 103 | 8 | 0.8 | 102
Clc1ccc(C2N3CCCN23)c(Cl)c1 (stereo not drawn) | 6 | 1 | -3 | 6 | 9 | 91 | 1 | 85 | 1 | 0.5 | 82
O=C(O)c1cc2ccccc2oc1=O | -9 | -7 | 1 | 0 | 1 | 104 | -9 | 100 | -3 | -3.1 | 102
O=C(c1cccc2ccccc12)C1CCCN(C2CCC2)C1 (stereo not drawn) | -9 | -3 | -2 | -3 | -6 | 98 | -3 | 103 | 2 | 1.6 | 96
c1ccc(C(OCCN2CCNCC2)c2ccccc2)cc1 | -2 | 1 | 2 | 1 | 0 | 108 | 1 | 102 | 1 | 0.5 | 101
O=c1c2ccccc2nc(N2CCCC2)n1-c1ccc(Cl)cc1 | -1 | -4 | -4 | -3 | -3 | 99 | -4 | 100 | 10 | 1.3 | 95
CC1=C(/C=C/c2ccccc2)CCN(C)C1 | -7 | -7 | -7 | -8 | -3 | 100 | -6 | 102 | 0 | -0.1 | 101
COC(=O)CC1(Cc2ccccc2)C(=O)NC(=O)NC1=O | -1 | -2 | 0 | -2 | -5 | 95 | -1 | 95 | -1 | -0.1 | 92
COc1ccccc1N1C(=O)NC(=O)/C(=C\c2cnn(-c3ccccc3)c2)C1=O | -4 | -2 | 0 | -1 | 3 | ? | 0 | 101 | -1 | -0.3 | 100
O=C(c1ccc(-c2ccccc2)cc1)C1CCCN(Cc2ccn[nH]2)C1 (stereo not drawn) | -4 | -2 | -1 | -2 | 0 | 99 | 1 | 101 | 2 | 0.9 | 102
FC(F)(F)c1cccc(-n2nnnc2C2(N3CCOCC3)CCCCC2)c1 | 0 | 1 | 0 | 1 | 0 | 104 | 1 | 102 | 1 | 0.4 | 102
Remaining list, next part
SMILES | Bfl-1 Bim block | Bcl-B Bim block | Mcl-1 Bim block | Bim-Bcl-XL | Bcl-W Bim block | RGS7-Gao | Bcl-2 Bim block | RGS8-Gao reg | ABCG2 inh | ABCB1 block | RGS4-Gao reg
CCN(CC)c1ccc(N=Cc2c(O)n(-c3cc(OC)ccc3OC)c(=O)[nH]c2=O)cc1 | 7 | -2 | -3 | -2 | -2 | 95 | -1 | 86 | 0 | 1.9 | 95
OC12ONC(c3ccccn3)C1N1CCC2CC1 (stereo not drawn) | -2 | 0 | -5 | -4 | -5 | 90 | 0 | 93 | 0 | -0.2 | 89
C=CCN1C(=O)/C(=C/c2cc(C)n(-c3ccccn3)c2C)C(=O)NC1=S | 0 | 1 | 0 | -1 | 0 | 97 | 0 | 101 | -5 | -0.8 | 99
O=C1C=C2C=C[C@H]3C[C@]2(O1)[C@@H]1CCCCN13 | 0 | -7 | -2 | -6 | -4 | 102 | -1 | 101 | 0 | 1.0 | 100
CCN1CCN(Cc2cc(OC)c(OC)cc2[N+](=O)[O-])CC1 | -7 | -10 | -3 | -8 | -2 | 113 | -8 | 107 | 1 | 0.3 | 102
CCn1c(O)c(C=Nc2ccc(S(N)(=O)=O)cc2)c(=O)n(CC)c1=S | -8 | -14 | 1 | 1 | 0 | 94 | 1 | 112 | -4 | -0.8 | 90
COc1ccc(C(CC(=O)N2CCC3(CC2)OCCO3)NS(=O)(=O)c2ccc(F)cc2)cc1 (stereo not drawn) | -2 | 0 | -3 | 0 | 0 | 92 | -2 | 95 | -1 | 0.1 | 97
CN(C)C1=NC(N(C)C)=NP(N(C)C)(N(C)C)=N1 | -11 | -5 | 0 | 0 | 4 | 105 | -5 | 102 | 2 | 0.7 | 105

Of the compounds above, these contain a COOH group:
SMILES | Bfl-1 Bim block | Bcl-B Bim block | Mcl-1 Bim block | Bim-Bcl-XL | Bcl-W Bim block | RGS7-Gao | Bcl-2 Bim block | RGS8-Gao reg | ABCG2 inh | ABCB1 block | RGS4-Gao reg
O=C(O)CCCc1ccc(N(CCCl)CCCl)cc1 | 0 | 0 | -2 | -2 | -2 | 103 | 0 | 101 | 0 | 0.3 | 103
O=C(O)c1cc2ccccc2oc1=O | -9 | -7 | 1 | 0 | 1 | 104 | -9 | 100 | -3 | -3.1 | 102

A few values from the list:
Bcl-2 Bim block result of C=CCN1C(=O)/C(=C/c2cc(C)n(-c3ccccn3)c2C)C(=O)NC1=S → 0
RGS8-Gao reg result of CN(C)C1=NC(N(C)C)=NP(N(C)C)(N(C)C)=N1 → 102

Some of the compounds tested. The share of hits here may be higher or lower than overall.
